AID inh – inhibitors of human activation induced cytidine deaminase; Q9GZX7; AID deamination FRET fluorescence, UDG-coupled, 4 h; Potency, µM (titrated, usually from 115 µM), for the others: at the highest dose activity change, negative = inhibition, hits mostly inhibitors; actives 0.32% (n = 91,000); AID 1347428; also: nearly all actives have a fitted effect of over 25% in size
Target sequence (Q9GZX7 whole entry, looked up): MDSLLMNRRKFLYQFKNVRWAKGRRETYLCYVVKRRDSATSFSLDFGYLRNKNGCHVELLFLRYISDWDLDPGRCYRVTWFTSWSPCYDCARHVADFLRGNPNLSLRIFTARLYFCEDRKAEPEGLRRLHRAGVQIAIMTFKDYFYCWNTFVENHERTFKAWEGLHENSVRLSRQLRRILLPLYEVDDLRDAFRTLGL
UDG counter – blocks uracil-DNA glycosylase in AID counter-screen | FRET deamination/UDG coupled assay, UDG read, 4 h | Potency, µM (titrated, usually from 115 µM), without a hit: top-dose activity change, negative = inhibition, actives largely listed as inhibitors | actives 0.14% (n = 91,000) | AID 1347430; also: nearly all actives have a fitted effect of over 65% in size
Starred values were filed as active, the others as inactive; ? = inconclusive; & = joins results of further samples; [ ] = dose if it differs, or a comment. Calls follow the shape of the dose curve; as a rule, active = well fitted curve in the direction sought with a large enough effect; inconclusive = small, poorly fitted or top-dose-only effect, or another doubt; inactive = no such curve, though single readings can be large; an effect the other way counts as inactive or inconclusive. % is scaled to controls: 0 for no effect and ±100 for the full control effect; potency is read from the fitted curve at half-maximal effect. Some of the compounds tested; the hit share may differ from the screen's.

SMILES	AID inh	UDG counter
C[C@H](Cc1ccccc1)Nc1ncnc2c1ncn2[C@@H]1O[C@H](CO)[C@@H](O)[C@H]1O	0%	8%
COc1ccc(C(=O)Nc2ccc(-c3cc4ccccc4oc3=O)c(C)c2)cc1OC	7%	25%
Cc1cc(C)cc(N(CC(=O)NCCc2ccc(Cl)cc2)S(=O)(=O)c2c(C)noc2C)c1	-1%	-6%
O=C(O)CNCc1ccc(F)cc1	-7%	-4%
Cc1ccc(N2CCn3c2nc2c3c(=O)n(CCc3ccccc3)c(=O)n2C)cc1C	-4%	6%
COc1ccc(-c2nc3ccccc3n2Cc2ccc(Cl)cc2)cc1	45µM*	?
C/C(=N/NC(=O)c1ccc(O)cc1)c1ccc(Cl)cc1	2%	4%
Cc1ccc(C(=O)CSc2nc(-c3ccccc3)nc3c2CCCC3)cc1C	-12%	-2%
O=C(CSc1nc(-c2cccc(F)c2)[nH]c1-c1ccccc1)Nc1ccc2c(c1)OCO2	-18%	7%
CCNc1c(NC(=O)NCc2ccccc2)c(=O)oc2ccccc12	-3%	-11%
O=C(NCC(c1ccccc1)N1CCCC1)c1nn(-c2ccccc2)c(=O)c2ccccc12 (stereo not given)	-10%	-2%
COc1ccc(NC(=O)c2cc3c(=O)n(C)c4cc(Cl)ccc4c3s2)cc1Cl	-17%	2%
O=C(Cc1ccsc1)NCCc1ccccc1	-1%	-3%
O=C(/C=C/c1ccccc1C(F)(F)F)c1cc2ccccc2o1	-15%	-8%
Nc1nc2c(nc(Br)n2C2OC3COP(=O)(O)O[C@@H]3C2O)c(=O)[nH]1 (stereo not given in full)	-3%	-3%
COc1ccc(NC(=O)c2cc3ccc(O)cc3oc2=O)cc1	-12%	6%
Cc1cc(C)cc(OCC(=O)Nc2nc(-c3ccc(F)cc3)ns2)c1	-4%	-1%[57.5 µM]
CC(C)c1ccc(C2=CC(c3cccc(Cl)c3)n3ncnc3N2)cc1 (stereo not given)	?	-13%[57.5 µM]
O=C(CN1C(=O)COc2ccccc21)Nc1cc(Cl)ccc1Oc1ccccc1	-8%	2%
CCCCc1ccc(NC(=O)CC2CCCCC2)cc1	7%	12%
CCc1nc2ccccc2n2c(-c3ccccc3)c3c(=O)n(C)c(=O)n(C)c3c12	?	-13%[57.5 µM]
CCCCCCC1COC(c2ccc(OCC)cc2)OC1 (stereo not given)	-3%	-5%
Cc1ccc([N+](=O)[O-])cc1NC(=O)CN(c1ccccc1)S(=O)(=O)N(C)C	-5%	-20%
COc1ccc(S(=O)(=O)N2CCN(Cc3ccc4c(c3)OCO4)CC2)cc1OC	-12%	-7%
CCOC(=O)c1noc2nc(C)n(CC(=O)Nc3ccc(Br)cc3C)c(=O)c12	16%	-7%
Cc1ccc(C)c(N2CCN(C(=O)C3CCCN(S(=O)(=O)c4cccc5nsnc45)C3)CC2)c1 (stereo not given)	?	-4%
O=C(Nc1ccccc1C(=O)N1CCCC1)C1CC(=O)N(c2ccccc2)C1 (stereo not given)	7%	0%
COc1ccccc1CNC(=O)C1CCN(S(=O)(=O)Cc2ccccc2)CC1	1%	42%[activator]
COc1ccc(C(C)=O)cc1COC(=O)C12CC3CC(CC(C3)C1)C2	-6%	1%
Cc1ccc2c(c1)c(=O)c1ccccc1n2CCCC(=O)Nc1ccc(F)cc1F	-10%[57.5 µM]	-11%[57.5 µM]
CCOc1ccc(NC(=O)C2CCN(S(=O)(=O)c3c(C)noc3/C=C/c3ccco3)CC2)cc1	3%	-2%[57.5 µM]
Cn1nc(C(F)(F)F)c(Br)c1C(=O)Nc1sc2c(c1C#N)CCC2	-3%	-2%
O=C(Nc1cccc(C(F)(F)F)c1)c1cccc(C(=O)Nc2cccc(C(F)(F)F)c2)c1	11%	-7%[57.5 µM]
Cc1ccc(CC(=O)Nc2ccc(N(C)C)cc2)cc1	10%	-11%
CCOC(=O)c1oc2cc(OCC(=O)c3ccccc3)ccc2c(=O)c1-c1ccc2c(c1)OCCO2	-4%	0%
CCCNC(=O)C1CCN(S(=O)(=O)c2ccc3c(c2)CCCN3C(C)=O)CC1	7%	11%
CC(=O)N1CCc2c(sc3c2c(=O)n(-c2cc(Cl)ccc2C)c(=O)n3Cc2ccccc2F)C1	?	?
CCOc1ccc(C(=O)c2oc3ccccc3c2NC(=O)Cc2coc3ccc(CC)cc23)cc1	17%	21%
COc1cccc2cc(C(=O)NCc3ccc(C(=O)N4CCCCC4)cc3)c(=O)oc12	-10%	-3%
COc1ccccc1CCNC(=O)Cc1c(C)c2c(O)cc(C)cc2oc1=O	12%	-12%
CCc1cc2c(CN3CCN(CCO)CC3)cc(=O)oc2cc1O	3%&1%	-2%&2%
CSc1cccc(NC(=O)C(c2ccccc2)N2Cc3ccccc3C2=O)c1 (stereo not given)	?	-13%
COc1ccc(C2C(C(=O)Nc3cccnc3)=C(C)Nc3nc(-c4ccccc4)nn32)cc1OC (stereo not given)	-1%	3%
CCc1ccc(-n2nc(C)c3c(C(=O)N4CCN(c5ccccc5)CC4)cc(C)nc32)cc1	-21%	-14%
CCOC(=O)c1[nH]c(C)c(C(=O)OC(C)C(=O)OC)c1C (stereo not given)	-4%	-1%
O=C(NCc1ccccc1)c1nc(S(=O)(=O)Cc2ccccc2)ncc1Cl	-14%	-1%
NC(N)=Nc1nc(CSCC/C(N)=N/S(N)(=O)=O)cs1	1%	-5%
Cn1c(=O)oc2cc(S(=O)(=O)N3CCC(C(=O)Nc4ccc(F)c(Cl)c4)CC3)ccc21	-4%	-6%
CC(Oc1ccc(F)c(F)c1)C(=O)NCCC(=O)N(C)C (stereo not given)	-2%	-11%
CCCn1nc(C(=O)OCn2nnc3ccccc3c2=O)c2ccccc2c1=O	-11%	5%

(continued)
SMILES	AID inh	UDG counter
Fc1cccc(F)c1/C=N/NC(=S)Nc1ccc(Cl)c(Cl)c1	14%	4%
CS(=O)(=O)N(Cc1csc(-c2cccs2)n1)C1CCN(C(=O)c2ccccc2)CC1	-19%	?
CC(C)CN(CCNC(=O)CN1C(=O)CSc2ccc(S(=O)(=O)N3CCOCC3)cc21)CC(C)C	-11%	3%
CC(N)=NCCCC[C@@H](N)C(=O)O	2%	5%
CCCc1ccc(C(=O)/C(C#N)=C\c2cn[nH]c2C(C)(C)C)cc1	-12%	12%
CC1(C)N=C(SCc2ccccc2Cl)c2ccccc2N1	7%[57.5 µM]	-6%[57.5 µM]
CCCCC(=O)Nc1ccc(OCc2cc(=O)n3ccc(C)cc3n2)cc1	1%	38%[activator]
Cc1ccc(C2=NS(=O)(=O)N(C)C(C(=O)Nc3cccc(O)c3)=C2)cc1	2%	3%
CCOC(=O)C(CC(=O)O)c1ccccc1 (stereo not given)	-1%	2%
CCn1ncc(-c2cc(C(=O)O)c3ccccc3n2)c1C	5%	8%
CCCCOc1ccc(NC(=O)Cc2ccccc2)c2cccnc12	-4%	-4%
O=C(NCCc1ccc(Cl)cc1)c1cnc2sc(N3CCOCC3)nn2c1=O	13%	7%
Cc1cc(C)cc(N2CCn3c2nc2c3c(=O)n(CCCc3ccccc3)c(=O)n2C)c1	4%	6%
O=C(Nc1cccc(Cl)c1)C1CCCC1	2%	-4%
CC(C)Cn1c(=O)c2sccc2n2c(CCCC(=O)Nc3ccc(Cl)cc3)nnc12	-23%	0%
CCN(C(=O)c1cn(CC)c(=O)c2cc(OC)c(OC)cc12)c1ccccc1F	-2%	-1%
Fc1ccc(-c2cnc(COc3ccc(Cl)cc3)o2)cc1	9%	-6%
COc1ccc(CNC(=O)c2ccc(N3CCCC3)c(NC(=O)NCc3ccc(C)cc3)c2)cc1	13%	4%
Cc1ccc(NC(=O)CN2CCN(C(=O)CCc3ncc(-c4ccc(C)c(C)c4)o3)CC2)cc1	-28%	-12%
CCOC(=O)C1C(=O)C=C(c2ccco2)CC1c1ccccc1 (stereo not given)	-1%	-5%
CCOc1ccccc1NC(=O)c1c(NC(=O)Cc2ccc(OC)cc2)sc2c1CCC2	?	?
CN(C)S(=O)(=O)c1ccc(N2CCCC2)c(C(=O)N2CCc3ccccc32)c1	-6%	2%
CCOc1ccccc1N(CC(=O)NC(C)CC)S(C)(=O)=O (stereo not given)	-1%	-5%
COc1cc(-c2noc(-c3cc4cccc(C)c4oc3=O)n2)cc(OC)c1OC	6%	3%
CC(=O)Nc1ccc(C)c(NC(=O)C2(c3ccc(F)cc3)CC2)c1	-2%	-4%
COCCCNC(=O)CCCn1c(=O)c2cccn2c2ccccc21	8%	-2%[57.5 µM]
Cc1ccc2c(=O)cc(C(=O)Nc3sc4c(c3C(=O)NCc3ccco3)CCC4)oc2c1C	-1%	-9%[57.5 µM]
O=C(Nc1nc2ccc(F)cc2s1)c1nc(S(=O)(=O)Cc2ccccc2)ncc1Cl	2%	16%
Cc1ccc(-c2nc(CNS(=O)(=O)c3ccc(C)cc3)c(C)o2)cc1	-2%	-12%
CCn1c(=O)c2sccc2n2c(CCC(=O)NCc3ccc(Cl)cc3)nnc12	-11%	-7%

26 consecutive records from above:
SMILES	AID inh	UDG counter
CCCc1ccc(C(=O)/C(C#N)=C\c2cn[nH]c2C(C)(C)C)cc1	-12%	12%
CC1(C)N=C(SCc2ccccc2Cl)c2ccccc2N1	7%[57.5 µM]	-6%[57.5 µM]
CCCCC(=O)Nc1ccc(OCc2cc(=O)n3ccc(C)cc3n2)cc1	1%	38%[activator]
Cc1ccc(C2=NS(=O)(=O)N(C)C(C(=O)Nc3cccc(O)c3)=C2)cc1	2%	3%
CCOC(=O)C(CC(=O)O)c1ccccc1 (stereo not given)	-1%	2%
CCn1ncc(-c2cc(C(=O)O)c3ccccc3n2)c1C	5%	8%
CCCCOc1ccc(NC(=O)Cc2ccccc2)c2cccnc12	-4%	-4%
O=C(NCCc1ccc(Cl)cc1)c1cnc2sc(N3CCOCC3)nn2c1=O	13%	7%
Cc1cc(C)cc(N2CCn3c2nc2c3c(=O)n(CCCc3ccccc3)c(=O)n2C)c1	4%	6%
O=C(Nc1cccc(Cl)c1)C1CCCC1	2%	-4%
CC(C)Cn1c(=O)c2sccc2n2c(CCCC(=O)Nc3ccc(Cl)cc3)nnc12	-23%	0%
CCN(C(=O)c1cn(CC)c(=O)c2cc(OC)c(OC)cc12)c1ccccc1F	-2%	-1%
Fc1ccc(-c2cnc(COc3ccc(Cl)cc3)o2)cc1	9%	-6%
COc1ccc(CNC(=O)c2ccc(N3CCCC3)c(NC(=O)NCc3ccc(C)cc3)c2)cc1	13%	4%
Cc1ccc(NC(=O)CN2CCN(C(=O)CCc3ncc(-c4ccc(C)c(C)c4)o3)CC2)cc1	-28%	-12%
CCOC(=O)C1C(=O)C=C(c2ccco2)CC1c1ccccc1 (stereo not given)	-1%	-5%
CCOc1ccccc1NC(=O)c1c(NC(=O)Cc2ccc(OC)cc2)sc2c1CCC2	?	?
CN(C)S(=O)(=O)c1ccc(N2CCCC2)c(C(=O)N2CCc3ccccc32)c1	-6%	2%
CCOc1ccccc1N(CC(=O)NC(C)CC)S(C)(=O)=O (stereo not given)	-1%	-5%
COc1cc(-c2noc(-c3cc4cccc(C)c4oc3=O)n2)cc(OC)c1OC	6%	3%
CC(=O)Nc1ccc(C)c(NC(=O)C2(c3ccc(F)cc3)CC2)c1	-2%	-4%
COCCCNC(=O)CCCn1c(=O)c2cccn2c2ccccc21	8%	-2%[57.5 µM]
Cc1ccc2c(=O)cc(C(=O)Nc3sc4c(c3C(=O)NCc3ccco3)CCC4)oc2c1C	-1%	-9%[57.5 µM]
O=C(Nc1nc2ccc(F)cc2s1)c1nc(S(=O)(=O)Cc2ccccc2)ncc1Cl	2%	16%
Cc1ccc(-c2nc(CNS(=O)(=O)c3ccc(C)cc3)c(C)o2)cc1	-2%	-12%
CCn1c(=O)c2sccc2n2c(CCC(=O)NCc3ccc(Cl)cc3)nnc12	-11%	-7%

New compounds follow
SMILES	AID inh	UDG counter
Cc1ccc(-n2nc3c(=O)n(C(C)C(=O)NCc4ccc(OC(C)C)cc4)nc(C)c3c2C)cc1 (stereo not given)	?	-4%
COc1ccc(CNC(=O)Nc2cn(CC(C)C)c(=O)c3ccccc23)c(OC)c1	41%[activator]	-16%
Cc1cccc(C)c1OCC(=O)NCc1nncn1C	3%	13%
CC(C)CCNC(=O)c1ccc2c(c1)NC(=O)C(C(C)C)N2 (stereo not given)	10%	-11%
COCCCn1c(Cc2c(F)cccc2Cl)n[nH]c1=S	4%	-2%
CSc1ccccc1C(=O)Nc1ccccc1C(C)C	-6%	-9%
Cc1onc(-c2ccc(F)cc2F)c1C(=O)Nc1cccc(C(F)(F)F)c1	-8%	-14%
N#Cc1ccccc1Cn1c(=O)c2c(ncn2Cc2ccccc2)n(Cc2ccccc2)c1=O	-12%	0%
